# PAFAH1B2 FP inh = PAFAH1B2 enzyme inhibitors, primary screen, biochemical, fluorescence polarization, human; Platelet-activating factor acetylhydrolase IB subunit alpha2 (Homo sapiens), P68402; recombinant PAFAH1B2, FP-rhodamine activity probe; inhibition, % at 3.39 µM; 340,000 compounds, 1.2% hits; AID 492953, 2010;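 active = inhibition above the mean of all tested compounds plus 3 SD, cut at about 24% in these data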;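 also: 0% = enzyme with DMSO and 100% = wells lacking PAFAH1B2; many of its hits are not listed in these tables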
# Target sequence (P68402 whole entry, looked up): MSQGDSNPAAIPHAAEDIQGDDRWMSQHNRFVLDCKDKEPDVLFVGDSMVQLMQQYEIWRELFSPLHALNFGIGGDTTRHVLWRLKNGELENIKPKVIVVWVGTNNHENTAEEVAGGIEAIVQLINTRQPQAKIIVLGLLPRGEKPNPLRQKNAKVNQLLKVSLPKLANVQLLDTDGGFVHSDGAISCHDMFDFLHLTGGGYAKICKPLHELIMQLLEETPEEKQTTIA
# PAFAH2 inh = PAFAH2 enzyme inhibitors, primary screen, biochemical, fluorescence polarization, human | Platelet-activating factor acetylhydrolase 2, cytoplasmic (Homo sapiens), Q99487 | recombinant PAFAH2, FP-rhodamine activity probe | inhibition, % at 3.39 µM | 340,000 compounds, 0.99% hits | AID 492956, 2010;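 active = inhibition above the mean over all tested compounds plus 3 SD, cut at about 30% in these data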;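 also: inhibitors block probe labeling of enzyme so polarization drops; 0% = enzyme with DMSO and 100% = wells lacking PAFAH2 protein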
# pPAFAH inh = pPAFAH enzyme inhibitors, primary screen, biochemical, fluorescence polarization, human | Platelet-activating factor acetylhydrolase (Homo sapiens), Q13093 | recombinant pPAFAH, FP-rhodamine probe fluorescence polarization | inhibition, % at 3.39 µM | 330,000 compounds, 1.5% hits;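 active = inhibition above the mean inhibition across the screen plus 3 SD, cut at about 25% in these data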;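 also: inhibitors block binding of the rhodamine activity-based probe so polarization drops; 0% = enzyme with DMSO and 100% = wells lacking pPAFAH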
# LYPLA1 inh = LYPLA1 inhibitors, primary screen, counter-screen for PME1 inhibitor project, biochemical, fluorescence polarization, FP-Rh probe ABPP; inhibition, % at 5.9 µM; recombinant LYPLA1; 320,000 compounds, 0.16% hits; Acyl-protein thioesterase 1 (Homo sapiens), O75608;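 active = inhibition above the mean of all tested compounds plus 3 SD, set per campaign, cut at about 14% in these data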;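 also: inhibitors block serine hydrolase probe labeling of LYPLA1 so polarization falls; 0% = enzyme with DMSO and 100% = wells lacking LYPLA1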
# GSTO1 inh = inhibitors of recombinant GSTO1, primary screen, counter-screen for RBBP9 inhibitor project, biochemical, fluorescence polarization; inhibition, % at 5.96 µM; activity-based probe fluorescence polarization; Glutathione S-transferase omega-1 (Homo sapiens), P78417; 300,000 compounds, 1.1% hits;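 active = inhibition above the campaign mean inhibition plus 3 SD, cut at about 35% in these data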;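 also: 0% = GSTO1-1 with DMSO and 100% = wells lacking GSTO1-1 enzyme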
# Target sequence (P78417 whole entry, looked up): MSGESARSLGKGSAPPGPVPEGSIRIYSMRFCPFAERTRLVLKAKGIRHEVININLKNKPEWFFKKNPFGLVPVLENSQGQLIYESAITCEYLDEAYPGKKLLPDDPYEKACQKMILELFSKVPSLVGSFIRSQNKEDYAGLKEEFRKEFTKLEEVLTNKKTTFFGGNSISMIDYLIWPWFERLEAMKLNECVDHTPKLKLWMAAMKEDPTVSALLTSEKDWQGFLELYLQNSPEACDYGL
# PAD4 inh = human PAD4 inhibitors, primary screen, biochemical, fluorescence polarization, 1536-well format. recombinant PAD4, RCA probe fluorescence polarization. inhibition, % at 6.36 µM. 330,000 compounds, 0.41% hits;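 active = percent inhibition above a cutoff equal to the mean of all tested compounds plus 3 SD, cut at about 15% in these data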;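 also: 0% = PAD4 with RCA probe and DMSO and 100% = probe without PAD4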
# LYPLA2 inh = LYPLA2 inhibitors, primary screen, counter-screen for PME1 inhibitor project, biochemical, fluorescence polarization, FP-Rh probe ABPP; Acyl-protein thioesterase 2 (Homo sapiens), O95372; recombinant LYPLA2; inhibition, % at 5.9 µM; 320,000 compounds, 0.38% hits;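 active = inhibition above the screen-wide mean plus 3 SD, limit set per campaign, cut at about 26% in these data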;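 also: 0% = LYPLA2 with DMSO and 100% = wells lacking LYPLA2 enzyme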
# Target sequence (O95372 whole entry, looked up): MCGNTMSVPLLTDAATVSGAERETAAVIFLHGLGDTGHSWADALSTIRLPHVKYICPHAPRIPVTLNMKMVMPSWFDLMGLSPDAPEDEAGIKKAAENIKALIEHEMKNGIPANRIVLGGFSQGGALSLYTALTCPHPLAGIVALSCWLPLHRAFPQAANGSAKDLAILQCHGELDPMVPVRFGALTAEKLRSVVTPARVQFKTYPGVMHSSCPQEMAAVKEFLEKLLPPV
# PME-1 primary = PME-1 inhibitors via competitive probe labeling, primary screen, biochemical, fluorescence polarization, FP-Rh probe, HTS. recombinant PME-1. inhibition, % at 5.9 µM. 320,000 compounds, 0.53% hits;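 active = inhibition above the campaign mean of all compounds plus 3 SD, cut at about 26% in these data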;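 also: competitive labeling of PME-1 active site by serine hydrolase directed probe; 0% = PME-1 with DMSO and 100% = wells lacking PME-1 enzyme; inhibitors block probe labeling so polarization falls and inhibition rises; many of its hits are not listed in these tables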
# PAFAH1B3 FP inh = PAFAH1B3 enzyme inhibitors, primary screen, biochemical, fluorescence polarization, human. recombinant PAFAH1B3, FP-rhodamine probe. inhibition, % at 3.39 µM. 340,000 compounds, 0.28% hits. Platelet-activating factor acetylhydrolase IB subunit alpha1 (Homo sapiens), Q15102;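 active = inhibition above the screen-wide average of all tested compounds plus 3 SD, cut at about 25% in these data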;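 also: 0% = enzyme with DMSO only and 100% = wells lacking PAFAH1B3 protein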
# Target sequence (Q15102 whole entry, looked up): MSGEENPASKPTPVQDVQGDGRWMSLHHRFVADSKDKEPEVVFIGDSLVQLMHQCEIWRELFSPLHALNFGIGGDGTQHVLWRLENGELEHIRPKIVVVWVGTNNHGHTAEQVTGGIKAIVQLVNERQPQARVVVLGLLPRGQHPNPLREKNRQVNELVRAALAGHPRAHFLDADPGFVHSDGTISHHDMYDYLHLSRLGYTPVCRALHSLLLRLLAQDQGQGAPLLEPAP
# * marks the source's active call; other numbers are inactive results; . = not tested or not shown.
SMILES,PAFAH1B2 FP inh,PAFAH2 inh,pPAFAH inh,LYPLA1 inh,GSTO1 inh,PAD4 inh,LYPLA2 inh,PME-1 primary,PAFAH1B3 FP inh
CCO[C@@H]1OC(C(=O)NCc2nc3ccccc3[nH]2)=C[C@H](c2cn(C(C)=O)c3ccccc23)[C@H]1CCCO,-5,-5,2,1,2,1,-2,-3,-4
O=C(NCc1ccc2c(c1)OCO2)c1ccc(S(=O)(=O)N2CCOCC2)cc1,.,.,3,7,8,-2,-5,-1,.
CC(=O)Nc1ccc(S(=O)(=O)N2CCC(C(=O)NCCC(=O)Nc3nccs3)CC2)cc1,0,6,3,-2,0,-3,0,5,3
CC(NC(=O)C1CCN(S(=O)(=O)N2CCC3(CC2)OCCO3)CC1)c1ccccc1 (stereo not given),6,9,2,5,-2,6,5,4,1
Cc1cc(NCCN2CCOCC2)n2c(nc3ccccc32)c1C#N,7,0,3,3,-3,-4,8,-3,6
Cc1ccc(-c2n[nH]c(=S)n2/N=C/c2cccn2C)cc1,5,5,15,1,1,2,-5,9,4
CCN1C=C(Cc2cccs2)C2=C(C1)C(c1cccs1)C(C#N)=C(N)O2 (stereo not given),-2,14,20,-2,12,-5,0,-4,8
CCN(CC)CCC(c1ccc2c(c1)OCO2)c1c(OC)cc(OC)c2ccc(=O)oc12 (stereo not given),1,1,2,4,1,0,4,2,0
Cc1c(C(=O)Nc2ccccc2)csc1-c1ccccc1,3,-2,-2,-1,-3,2,2,3,2
CN(C)C=Nc1ncc2c([nH]c3ccccc32)c1C#N,5,7,4,3,-1,-1,-2,3,6
Cc1ccccc1-n1c(C)c(C#N)c(=O)c(-[n+]2ccccc2)c1[S-],-1,-1,3,2,2,0,1,-1,5
C=CCOc1cccc(C2C(C(=O)c3cccs3)=C(O)C(=O)N2Cc2cccnc2)c1 (stereo not given),-1,2,-3,1,5,5,-4,-1,1
C=CCOC(=O)C1=C(C)NC(C)=C(C(=O)OCC=C)C1c1ccco1,3,1,1,5,6,0,-3,11,5
CCN1CCN(C(=O)/C(=C/c2cccs2)NC(=O)c2ccc(C)c(C)c2)CC1,-3,-3,3,0,-4,1,5,-3,1
O=C(O)C1CCN(c2ccc(Cl)nn2)CC1,5,9,-3,0,0,2,2,-1,-3
O=C(Nc1ccc(F)c(Cl)c1)C1CCCN(c2cnccn2)C1 (stereo not given),5,0,3,-1,-4,-2,7,-9,3
O=C(COc1ccc(-n2cnnn2)cc1)Nc1ccc(Br)cc1F,1,10,2,.,.,3,.,.,5
CC1Sc2ccc(S(=O)(=O)CCC(=O)N3CCCCC3)cc2NC1=O (stereo not given),3,2,2,3,-1,-1,10,-4,8
Cc1cc(CN2CCCC(CNC(=O)c3ccc(F)cc3)C2)cc(C)c1O (stereo not given),7,-4,-3,0,8,-1,-8,2,2
CCN(CC)CCN(C(=O)C1=COCCO1)c1nc2ccc(C)cc2s1,2,-8,5,1,5,-4,5,-1,0
CCc1cccc(C)c1NC(=S)NCc1cccn1C,9,-1,0,-2,7,-6,5,-10,15
CC(NC(=O)c1cc2ccccc2oc1=O)c1ccccc1 (stereo not given),7,13,2,-3,0,1,0,-1,10
COc1ccc(N=Nc2nc3ccc(Br)cc3n2C)cc1,5,-4,13,-4,4,3,-1,41*,6
CC(=O)Cn1nnc2sc3c(c2c1=O)CCC(C(C)(C)C)C3 (stereo not given),3,-6,4,-3,0,-2,9,5,2
O=C(CN(CC1CCCO1)C(=O)CCC(=O)Nc1ccccn1)NCC1CCCO1 (stereo not given),4,6,0,0,-4,1,7,-2,4
COc1ccc(-n2c(=O)c(CCC(=O)N3CCC(C)CC3)nc3ccccc32)cc1,-14,-27,3,-12,.,-25,-26,-25,-22
Cn1c([N+](=O)[O-])cnc1N1CCN(c2nncs2)C1=O,8,2,2,4,-2,2,0,7,2
COc1cc(/C=C/C(=O)O)cc(S(=O)(=O)Nc2ccccc2C(=O)NCCc2ccccc2)c1OC,1,1,-5,2,10,7,1,-8,5
COc1ccc(NC(=O)C(CC(=O)O)Cc2ccc(Cl)cc2)cc1 (stereo not given),2,-6,-8,3,4,-6,-2,2,-3
O=C(NNc1ncnc2c1cnn2-c1ccccc1)c1cccs1,2,8,8,1,-10,-2,3,0,12
CCc1noc(C)c1C(=O)N1CCCC(C(=O)c2cc(F)ccc2F)C1 (stereo not given),2,-4,4,3,5,-6,0,-1,-5
COC(=O)c1ccc(C(=O)OC)c(NC(=O)/C=C/C(=O)O)c1,0,4,2,5,-7,0,-3,2,5
NC(=O)c1ccsc1NC(=O)c1nc(-c2ccccc2)n(-c2ccccc2)n1,11,-10,-4,-12,-12,-5,-12,-12,3
COc1ccccc1CN(C)C(=O)c1ccc(S(=O)(=O)NCc2ccco2)cc1,2,3,4,4,.,9,11,9,15
COc1ccc(-c2sc3cc(OC)c(OC)cc3c2C#CC2(O)CCCCC2)cc1,3,2,7,-8,.,2,-6,6,2
CCCSCCCNC(=O)CC1Oc2ccccc2NC1=O (stereo not given),8,6,-3,0,-3,-2,0,4,11
O=C(O)c1ccccc1C(=O)Nc1ccc(S(=O)(=O)N2CCCC2)cc1,6,2,2,-3,4,5,-6,-1,4
CCn1cc(CN2CCC(n3nccc3NC(=O)CCCc3ccccc3)CC2)c(C)n1,-1,4,2,0,-2,-1,2,1,4
Nc1nc2ccccc2n1/N=C/c1cccnc1,4,4,9,-1,0,-3,0,-1,10
Cc1ccc(C(=O)NNC(=O)c2ccc(C)cc2)cc1,2,7,4,-1,-7,-4,3,-6,7
O=C(COC(=O)C1CCN(S(=O)(=O)c2cccs2)CC1)Nc1ccccc1Br,1,0,6,-3,-1,-2,-6,1,0
C#Cc1ccc([C@@H]2C=C(C(=O)NC3CC3)O[C@H](OCc3ccc(CO)cc3)C2)cc1,3,-5,0,-2,-2,1,-5,-1,1
CNC(=O)CN(Cc1ccccc1)S(=O)(=O)c1ccc(Cl)cc1,2,6,4,5,6,-4,-6,6,-1
COc1cc(OC)cc(-c2cc3nc(C)c(CCC(=O)O)c(C)n3n2)c1,5,10,-2,-1,-2,2,11,3,5
Cc1nn(-c2ccccc2)c(Cl)c1/C=N/NC(=O)CNc1n[nH]c(=O)[nH]c1=O,.,.,9,-10,22,-5,-1,-6,.
COc1ccc(-n2nc(C(=O)NCC(=O)NCCc3ccc(OC)c(OC)c3)c3ccccc3c2=O)cc1,1,7,4,0,2,-1,-3,-5,5
CCS(=O)(=O)N1CCN(Cc2nc3ccccc3c(=O)[nH]2)CC1,2,0,2,2,4,3,-1,12,-1
O=C(NN=C1CCCC1)c1cccc(O)c1,1,-1,2,2,-2,3,7,-6,-1
S=C(NC1CCCCC1)N1CCc2[nH]c3ccccc3c2C1,-2,6,6,-6,6,2,-6,7,12
Cc1nn(CC(=O)NC2CCCCC2)c(=O)c2cccn12,3,6,2,2,3,0,5,2,6
COc1ccccc1C(=O)NCCC(=O)N1CCCCC1,-2,-3,-1,-1,5,1,4,7,6
COc1ccc(Cc2nc(-c3ccccc3)no2)cc1,4,0,4,-2,1,1,5,-5,-5
COc1cc(C2CC(=O)Oc3cc(OC)c(OC)c(OC)c32)cc(OC)c1OC (stereo not given),2,-8,6,.,.,-1,.,.,7
COCC(C)n1c(C)cc(C(=O)Cn2c(=O)oc3ccccc32)c1C (stereo not given),5,3,0,-1,6,6,3,-3,4
CC1CCCCN1C(=O)c1ccccc1NC(=O)c1ccco1 (stereo not given),2,0,-1,2,-8,2,0,3,0
CCCc1cc(=O)[nH]c2nnc(SCC(=O)N3CC(C)OC(C)C3)n12 (stereo not given),4,1,4,0,-4,4,2,1,-4
O=C(NNC(=S)Nc1ccccc1)Nc1ccccc1,1,5,-1,-5,6,0,-5,2,-2
CSc1ncccc1C(=O)OCC(=O)Nc1cc(C(F)(F)F)ccc1N1CCOCC1,-2,4,-1,-1,4,2,2,2,1
Cc1cc(/C=C2/SC(=O)N(CC(=O)N3CCCC3)C2=O)c(C)n1C,2,0,2,4,4,-1,4,6,-2
CCN(CC)c1ccc(NS(=O)(=O)c2ccc3c(c2)oc(=O)n3C)c(C)c1,2,-2,40*,3,70*,-2,1,-1,-2

# In another format: two of the compounds above.
Structure	PAFAH1B2 FP inh	PAFAH2 inh	pPAFAH inh	LYPLA1 inh	GSTO1 inh	PAD4 inh	LYPLA2 inh	PME-1 primary	PAFAH1B3 FP inh
O=C(COC(=O)C1CCN(S(=O)(=O)c2cccs2)CC1)Nc1ccccc1Br	1	0	6	-3	-1	-2	-6	1	0
O=C(NN=C1CCCC1)c1cccc(O)c1	1	-1	2	2	-2	3	7	-6	-1

# The results go on.
SMILES,PAFAH1B2 FP inh,PAFAH2 inh,pPAFAH inh,LYPLA1 inh,GSTO1 inh,PAD4 inh,LYPLA2 inh,PME-1 primary,PAFAH1B3 FP inh
Cc1nnc(SCC(=O)Nc2c(C)n(C)n(-c3ccccc3)c2=O)n1Cc1ccccc1,2,4,-3,-1,-7,-4,-2,-2,0
O=C(NCc1ccco1)c1cc(-c2ccccc2)on1,2,3,6,1,0,2,4,1,9
CC(=O)Nc1ccc(S(=O)(=O)NC2=C(N3CCN(C)CC3)C(=O)c3ccccc3C2=O)cc1,5,6,4,-5,43*,-9,-7,-4,6
COc1cccc(NS(=O)(=O)c2ccc3c(c2)CCN3C(C)=O)c1,1,2,2,-2,3,0,3,1,1
CCOC(=O)c1cccc(Nc2nc(-c3cccnc3)nc3ccccc23)c1,-7,-7,-8,-17,-18,-4,-24,-31,0
O=C(Nc1cc(F)ccc1F)C1CCCO1 (stereo not given),1,4,4,-2,0,-2,8,2,-1
Cc1ccc(C(C)C)c(OCC(=O)Nc2ccc3c(c2)nc(CCN2CCCCC2)n3C)c1,4,-2,10,-8,-5,-4,-3,-6,-1
N#Cc1ccc(C(=O)OCC(=O)Nc2cccc(S(=O)(=O)N3CCCCC3)c2)cc1,-6,-1,1,-6,.,-6,-6,4,18
O=C(NCCCN1CCc2ccccc2C1)C1CCN(S(=O)(=O)N2CCC3(CC2)OCCO3)CC1,10,11,0,2,-1,-1,-3,-4,4
Cc1cc(-c2ccccc2)n(-c2ccc(C(=O)NC(C)C)cc2)n1,5,-5,12,-2,4,-4,0,5,6
CC(C)c1nnc(SCC(=O)NCCC2=CCCCC2)n1N,1,-5,5,5,-3,3,6,-10,1
O=C(NCc1ccccc1)c1cc(S(=O)(=O)N2CCCCC2)ccc1N1CCOCC1,3,2,-1,0,-4,1,-4,-2,-1
CCOC(=O)C1CC(=O)c2cc(OC)c(OC)cc2C1 (stereo not given),5,5,5,-5,7,7,-2,6,5

# Screening results deposited in PubChem BioAssay by The Scripps Research Institute Molecular Screening Center.

# An excerpt; rates above refer to the full screens.
